Bioassay records deposited in PubChem by several laboratories.
Tb hexokinase: Trypanosoma brucei hexokinase 1 inhibitors, primary screen, biochemical, G6PDH-coupled NADH absorbance, MLSCN library | hexokinase 1 [Trypanosoma brucei] | recombinant TbHK1, G6PDH-coupled NADH A340 | inhibition, % at 10 µM | 0.11% of 220,000 active;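 active = inhibition of 50% or more in the single-dose primary screen; inactive = inhibition below 50%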
NCF1 inh: p47phox/p22phox peptide binding inhibitors, primary screen, biochemical, uHTS, NADPH oxidase regulatory subunit; Neutrophil cytosol factor 1 (Homo sapiens), P14598; fluorescence polarization, 2 h; inhibition, % at 24.7 µM; 0.53% of 220,000 active;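 active = inhibition above about 30%, limit read from the data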;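 also: 0% = p47phox with labelled peptide and 100% = labelled peptide alone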
Calpain2 inh: inhibitors of pig calpain II, primary screen, biochemical, fluorogenic peptide substrate, 1536-well; purified calpain II, 30 min; 0.37% of 220,000 active; inhibition, % at 16 µM;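 active = inhibition above about 50%, limit read from the data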
EBV gp42 block: Epstein-Barr virus gp42 inhibitors, primary screen, biochemical, uHTS, fluorescence polarization. Glycoprotein 42 (Epstein-Barr virus (strain AG876)), Q1HVG2. Fluorescence polarization binding assay, mP read-out. inhibition, % (tested at 21.74 µM). 0.42% of 220,000 active; in the data active = inhibition above about 50%
Runt-CBFb FRET: inhibitors of RUNX1 Runt–CBFb binding, primary screen, biochemical, FRET, Cerulean-Runt, Venus-CBFb, uHTS; Runt-related transcription factor 1 (Homo sapiens) + Core-binding factor subunit beta …; Cerulean-Runt/Venus-CBFb FRET ratio 530/480, 1 h; inhibition, % at 20 µM; 0.46% of 220,000 active;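 active = inhibition over about 50% at 20 µM in the single-dose screen, limit read from the data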;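 also: 0% = DMSO wells and 100% = excess unlabeled CBFb competitor control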
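Measured by: fluorescence energy transfer, 422 nm excitation, 530/480 nm emission; test system: Cerulean-tagged RUNX1 Runt domain (FRET donor) fusion protein; buffer or medium: Tris pH 7.5 buffer with BSA; compound: one dose, 20 µM compound, 1% DMSO; times: two 1 h room-temperature incubations shielded from light; benchmarks: unlabeled CBFb 5 µM, positive control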
RBBP9 inhibitor: human RBBP9 inhibitors, primary screen, biochemical, fluorescence polarization, FP-Rh probe, HTS; recombinant RBBP9; 0.2% of 220,000 active; inhibition, % at 7.94 µM; Serine hydrolase RBBP9 (Homo sapiens), O75884; AID 1515, 2009;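 active = inhibition above the campaign mean of all tested compounds plus 3 SD, cut at about 14% in these data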;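 also: plate controls were DMSO wells with RBBP9 for no effect and wells lacking RBBP9 protein for full effect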
Target sequence (O75884 whole entry, looked up): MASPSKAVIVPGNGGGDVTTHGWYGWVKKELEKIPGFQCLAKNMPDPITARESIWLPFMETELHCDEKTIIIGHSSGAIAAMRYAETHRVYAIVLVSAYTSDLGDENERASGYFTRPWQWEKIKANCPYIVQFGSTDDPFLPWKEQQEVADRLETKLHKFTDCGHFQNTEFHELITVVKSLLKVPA
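system = RBBP9 protein | input = RBBP9 at 2.5 µM in dispensed solution, before mixing | measured by = fluorescence polarization (mP), excitation 525 nm, emission 598 nm | incubation = enzyme-compound preincubation 30 min, then probe labeling 45 min, 25 °C | buffer or medium = Tris-NaCl-Pluronic buffer, pH 8.0 | compound = single dose 7.94 µM | also added = FP-Rh probe, 375 nM dispensing solution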
p97 inhibitor: inhibitors of human p97 ATPase, primary screen, biochemical; Transitional endoplasmic reticulum ATPase (Homo sapiens), P55072; recombinant p97 ATPase, Kinase-Glo ATP luminescence, 3 h; inhibition, % at 8 µM; 0.42% of 220,000 active; AID 1481, 2009; in the data active = inhibition above about 15%;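 also: 0% = DMSO vehicle and 100% = wells lacking enzyme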
Target sequence (P55072 whole entry, looked up): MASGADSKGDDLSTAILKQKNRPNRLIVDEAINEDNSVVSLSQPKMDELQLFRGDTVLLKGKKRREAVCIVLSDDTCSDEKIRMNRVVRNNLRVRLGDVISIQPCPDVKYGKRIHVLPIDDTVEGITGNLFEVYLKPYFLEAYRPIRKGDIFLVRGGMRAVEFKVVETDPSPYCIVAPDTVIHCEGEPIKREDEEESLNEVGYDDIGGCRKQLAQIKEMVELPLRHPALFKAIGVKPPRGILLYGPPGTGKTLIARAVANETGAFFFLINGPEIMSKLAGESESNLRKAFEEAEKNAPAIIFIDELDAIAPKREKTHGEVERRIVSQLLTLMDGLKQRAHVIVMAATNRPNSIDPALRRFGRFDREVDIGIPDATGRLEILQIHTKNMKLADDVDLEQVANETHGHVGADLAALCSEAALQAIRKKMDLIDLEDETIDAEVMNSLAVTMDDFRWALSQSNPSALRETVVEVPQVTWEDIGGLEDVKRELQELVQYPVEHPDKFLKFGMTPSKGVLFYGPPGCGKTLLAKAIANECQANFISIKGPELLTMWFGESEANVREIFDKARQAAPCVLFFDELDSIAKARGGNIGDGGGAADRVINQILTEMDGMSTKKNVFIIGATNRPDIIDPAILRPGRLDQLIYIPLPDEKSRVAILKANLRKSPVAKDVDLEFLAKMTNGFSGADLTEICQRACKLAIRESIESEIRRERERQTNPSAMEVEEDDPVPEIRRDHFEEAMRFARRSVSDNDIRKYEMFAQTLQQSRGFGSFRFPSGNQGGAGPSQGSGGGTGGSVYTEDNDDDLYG
Furin inh: human furin inhibitors, primary screen, biochemical, fluorescence intensity | AID 463115, 2010 | 0.061% of 220,000 active | P09958 | purified furin, fluorogenic substrate cleavage | inhibition, % at 30 µM; in the data active = inhibition above about 25%; also: inactives centre near -15
Runt-SMMHC FRET: inhibitors of RUNX1 Runt–CBFb-SMMHC binding, primary screen, biochemical, FRET, Cerulean-Runt, Venus-CBFb-SMMHC, uHTS; 0.74% of 220,000 active; inhibition, % at 20 µM; Runt-related transcription factor 1 (Homo sapiens) + Core-binding factor subunit beta …; AID 1434, 2008; Cerulean-Runt/Venus-CBFb-SMMHC FRET ratio 530/480, 1 h;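 active = mean inhibition across duplicate retests at 20 µM reaching about 50%, limit read from the data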;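 also: 0% = DMSO wells and 100% = wells with excess untagged CBFb-SMMHC; inhibitors lower the FRET ratio by blocking Runt binding to CBFb-SMMHC; some results filed as inactive read as strong as hits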
Starred values were filed as active, the others as inactive; . = not tested or not shown; [ ] = dose if it differs, or a comment.

SMILES | Tb hexokinase | NCF1 inh | Calpain2 inh | EBV gp42 block | Runt-CBFb FRET | RBBP9 inhibitor | p97 inhibitor | Furin inh | Runt-SMMHC FRET
C=CCn1cc(/C=N/N2C(=O)C3C4C=CC(C4)C3C2=O)c2ccccc21 (stereo not drawn) | -12 | -85 | 21 | -2 | 0 | 3 | 2 | -13 | 2
CN(C)S(=O)(=O)c1ccc(C(=O)NCc2cccs2)cc1 | -3 | -13 | -8 | -18 | -1 | -3 | 3 | -3[20 µM] | -3
FC(F)(F)c1ccccc1NC(=S)N1CCCC1 | -1 | -12 | 8 | -8 | -1 | -2 | -12 | -2 | 2
COc1ccc(N2CCN(Cc3cc(OC)c(O)c([N+](=O)[O-])c3)CC2)cc1 | 5 | -12 | 1 | -11 | -2 | -8 | 3 | -13 | 0
C=CCc1ccccc1OCC(O)CN(C(C)C)C(C)C (stereo not drawn) | 0 | 1 | -11 | -3 | 0 | -9 | -2 | -20 | -2
Cc1cccc(N/N=C(\C=N\N)C(=O)c2ccc(Br)cc2)c1 | 8 | -38 | -45 | -7 | -6 | -10 | 2 | -10 | -5
CCOC(=O)c1nc(S(C)(=O)=O)ncc1Cl | -4 | -1 | -15 | -4 | 4 | -3 | 2 | -8 | 0
Cc1ccc(CCCOC(=O)C[N+]2(C)CCCC2)cc1 | -1 | -1 | 14 | -50 | -14 | -10 | 2 | -19 | 12
CCOc1ccc(NC(=S)N2CCCN(Cc3cccc(Cl)c3)C2)cc1 | 1 | -3 | 10 | -7 | 0 | -7 | 1 | -20 | -2
COc1ccc(OC)c(NC(=O)N[C@@H](Cc2ccccc2)C(=O)O)c1 | 4 | 10 | 3 | 2 | -1 | 5 | 4 | -16 | 4
c1ccc(-c2cnnc(N3CCCCC3)n2)cc1 | -1 | 11 | -5 | 8 | -1 | -10 | -2 | -16 | 1
CC12CCC(C(=O)N3CCc4ccccc43)(CC1=O)C2(C)C (stereo not drawn) | 3 | -4 | 23 | -11 | -2 | -10 | -1 | -10[20 µM] | 1
COc1ccccc1-c1nc2cc3ccccc3cc2nc1-c1ccccc1OC | -15 | -7 | -33 | 8 | -10 | -5 | 1 | -15 | -33
CCOC(=O)c1sc(NC(=O)CCN2CCC(C)CC2)c(C(=O)OCC)c1C | -4 | -21 | 14 | -15 | 0 | -4 | 7 | -8 | 2
CCN(CC)CCNCc1ccc(Br)cc1OCC(=O)NCc1ccccc1 | 4 | -2 | 7 | 1 | -2 | -1 | 4 | -24 | 1
C/C(=N\O)c1ccc2c3c([nH]c2c1)CCCC3 | -9 | . | . | . | -35 | 0 | -5 | -17 | -89
COc1ccc(N=C2SC(CC(=O)Nc3ccccc3F)C(=O)N2Cc2ccco2)cc1 (stereo not drawn) | 5 | -10 | -5 | 6 | 1 | -1 | 6 | -17 | 5
CCn1cnc2cc(NCc3nc4ccccc4n3Cc3ccccc3)ccc21 | 1 | -24 | -21 | -9 | -2 | 11 | -1 | -14[20 µM] | 35
CCNc1nnc(CCn2nc(C)c(Br)c2C)s1 | 0 | -5 | -22 | -16 | 1 | -10 | -2 | -10 | -3
CCCCNC(=O)c1ccc2c(SCC(=O)O)c3c(nc2c1)CCCC3 | -11 | 11 | -39 | -8 | 1 | 1 | 6 | -18 | 8

Record cards, from the list above. Order of values: Tb hexokinase | NCF1 inh | Calpain2 inh | EBV gp42 block | Runt-CBFb FRET | RBBP9 inhibitor | p97 inhibitor | Furin inh | Runt-SMMHC FRET
COc1ccc(N=C2SC(CC(=O)Nc3ccccc3F)C(=O)N2Cc2ccco2)cc1 (stereo not drawn) is listed as 5 | -10 | -5 | 6 | 1 | -1 | 6 | -17 | 5
C/C(=N\O)c1ccc2c3c([nH]c2c1)CCCC3 is listed as -9 | . | . | . | -35 | 0 | -5 | -17 | -89

Next section.
SMILES | Tb hexokinase | NCF1 inh | Calpain2 inh | EBV gp42 block | Runt-CBFb FRET | RBBP9 inhibitor | p97 inhibitor | Furin inh | Runt-SMMHC FRET
COc1ccc(C(=O)CSc2nc3ccc([N+](=O)[O-])cc3[nH]2)cc1 | 1 | -19 | -10 | 8 | -1 | -7 | -1 | -9 | 2
COC(=O)c1nc(NC(=O)c2ccc(Cl)cc2)n[nH]1 | 1 | -8 | 4 | -25 | 0 | -10 | 5 | -22 | -1
COC(=O)Cc1c(O)ccn(Cc2ccccc2OC)c1=O | 2 | -9 | 11 | -6 | -2 | -4 | 1 | -15 | 1
Cc1ccc(S(=O)(=O)n2cnc3ccccc32)c(C)c1 | -2 | 9 | 21 | 4 | 1 | -9 | 1 | -20[20 µM] | -3
OCC#CCSc1nnc(-c2ccncc2)o1 | 0 | -11 | 10 | -11 | 2 | -9 | 5 | -18 | -6
CC1CCN(CCc2nc3cc(NS(=O)(=O)c4ccccc4)ccc3n2C)CC1 | -2 | -15 | 26 | -14 | 4 | -9 | 3 | -32 | 2
COc1ccc(NC(=O)CC2C(=O)N(c3ccc(OC)cc3)C(=O)N2CCc2cccs2)cc1 (stereo not drawn) | -2 | 20 | 17 | -3 | -1 | -4 | 4 | -18 | 1
O=C(CNc1cc(S(=O)(=O)N2CCCC2)ccc1OCC(F)(F)F)Nc1cccc(C(F)(F)F)c1 | 28 | -12 | 22 | -32 | -8 | -10 | 6 | -11 | 1
COc1ccccc1N1C(=O)CC(N(O)c2ccccc2)C1=O (stereo not drawn) | -5 | -3 | 2 | -4 | 3 | -7 | 5 | -18 | 2
COC(=O)CCC(=O)OC1(C)C(=O)C=C2C=C(C3CC3)N(Cc3ccccc3)C=C2C1=O (stereo not drawn) | -37 | 3 | -12 | -3 | 9 | . | . | -8 | 6
CCOC(=O)C1(CCOC)CCN(Cc2ccncc2)CC1 | 0 | -1 | -6 | -15 | -1 | -2 | 1 | -16 | 0
Cc1nc2ccccc2n1CC(=O)NCCN1CCCC1 | 0 | -7 | -6 | -20 | 0 | 0 | 35* | -14[20 µM] | 0
N/C(=N\OC(=O)/C=C/c1ccc(Br)cc1)c1ccccn1 | 31 | -15 | 6 | -5 | -2 | -7 | 1 | -22 | 4
COc1ccc(C(=O)/C=C/Nc2ccc(S(=O)(=O)Nc3nc(C)cc(C)n3)cc2)cc1OC | -20 | -4 | -155 | -6 | 44 | -1 | 0 | -13 | 67*
C/C(=N\Nc1nc2ccccc2nc1C)c1ccccc1O | 2 | -32 | 3 | -4 | -2 | -2 | -1 | -20 | -2
CCOCCCNCc1cc(Cl)cc(Cl)c1OCC | 8 | -2 | 23 | 5 | 1 | -2 | -2 | -12 | -2
CC(c1nnc(Sc2nnnn2-c2ccccc2)n1-c1ccc(F)cc1)N(C)C (stereo not drawn) | 5 | -6 | -5 | -17 | -4 | -8 | 9 | -20 | 1
CCOC(=O)c1ccc2nc(NC(NC(C)=O)(C(=O)OC)C(F)(F)F)sc2c1 (stereo not drawn) | 2 | 0 | -9 | -3 | 2 | 1 | 5 | -14 | 2
O=S(=O)(c1cccc(C(F)(F)F)c1)N1CCCC1c1cccnc1 (stereo not drawn) | -1 | -6 | -2 | 1 | 0 | 1 | -1 | -14 | -3
CCOC(=O)CCn1nc(-c2ccc(Cl)cc2)cc1N | -9 | -11 | 7 | -9 | 2 | -7 | -3 | -26 | 2
NNC(=O)COc1cccc2cccnc12 | 7 | 0 | -25 | -11 | -1 | -6 | -1 | -25[20 µM] | -3
COc1ccccc1-c1nn2c(C3COc4ccccc4O3)nnc2s1 (stereo not drawn) | 2 | -4 | -68 | -27 | 27 | -8 | 2 | -31 | 2
O=C(Nc1ccc2nc[nH]c2c1)c1ccco1 | -3 | -8 | 19 | -2 | -1 | -2 | 0 | -22 | 0
CCn1c(SCc2ccccc2)nnc1C1CCN(S(=O)(=O)c2ccc(OC)cc2)CC1 | 0 | 12 | 4 | -9 | 0 | -5 | -1 | -12[20 µM] | -2
CCOC(=O)c1oc2ccccc2c1CN1CCCCC1 | -4 | -7 | -6 | -4 | 0 | -10 | 2 | -25 | -2
COc1ccc(Cl)c(Cn2c(NCc3ccco3)nc3c2c(=O)n(C)c(=O)n3C)c1 | 5 | -2 | -2 | -6 | -2 | 1 | 3 | -18[20 µM] | -1
O=C(NC(Cc1c[nH]c2ccccc12)C(=O)Nc1ccc(OC(F)(F)F)cc1)c1cccs1 (stereo not drawn) | 6 | -11 | 12 | -18 | 4 | -4 | 6 | -19 | 8
CCOC(=O)c1cnc2c(-c3ccc(F)cc3)cnn2c1C(F)(F)F | -2 | 3 | -414 | 9 | 1 | -5 | 0 | -19 | -1
CN(CC(=O)NCCc1ccccn1)S(=O)(=O)c1ccc(Cl)cc1 | -1 | -1 | -21 | -5 | 0 | -2 | -1 | -12 | -2

Of the compounds above, these have a CF3 group.
SMILES | Tb hexokinase | NCF1 inh | Calpain2 inh | EBV gp42 block | Runt-CBFb FRET | RBBP9 inhibitor | p97 inhibitor | Furin inh | Runt-SMMHC FRET
FC(F)(F)c1ccccc1NC(=S)N1CCCC1 | -1 | -12 | 8 | -8 | -1 | -2 | -12 | -2 | 2
O=C(CNc1cc(S(=O)(=O)N2CCCC2)ccc1OCC(F)(F)F)Nc1cccc(C(F)(F)F)c1 | 28 | -12 | 22 | -32 | -8 | -10 | 6 | -11 | 1
CCOC(=O)c1ccc2nc(NC(NC(C)=O)(C(=O)OC)C(F)(F)F)sc2c1 (stereo not drawn) | 2 | 0 | -9 | -3 | 2 | 1 | 5 | -14 | 2
O=S(=O)(c1cccc(C(F)(F)F)c1)N1CCCC1c1cccnc1 (stereo not drawn) | -1 | -6 | -2 | 1 | 0 | 1 | -1 | -14 | -3
O=C(NC(Cc1c[nH]c2ccccc12)C(=O)Nc1ccc(OC(F)(F)F)cc1)c1cccs1 (stereo not drawn) | 6 | -11 | 12 | -18 | 4 | -4 | 6 | -19 | 8
CCOC(=O)c1cnc2c(-c3ccc(F)cc3)cnn2c1C(F)(F)F | -2 | 3 | -414 | 9 | 1 | -5 | 0 | -19 | -1
